Runt-CBFb FRET – blocks binding of human RUNX1 Runt domain to CBFb; Q01196+Q13951; Cerulean-Runt/Venus-CBFb FRET ratio 530/480, 1 h; inhibition, % at 20 µM; 0.46% of 220,000 active; AID 1496;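 active = inhibition over about 50% at 20 µM in the single-dose screen, limit read from the data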;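 also: 0% = DMSO wells and 100% = excess unlabeled CBFb competitor control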
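test system = Cerulean-Runt domain fusion protein, energy donor | probe or stimulus = Venus-CBFb binding partner, 100 nM | incubation = two 1 h room-temperature incubations shielded from light | detection = fluorescence energy transfer, 422 nm excitation, 530/480 nm emission | measure = loss of energy transfer signal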
NCF1 inh – inhibitors of human p47phox binding. P14598. p47phox/p22phox peptide binding, fluorescence polarization, 2 h. inhibition, % at 24.7 µM. 0.53% of 220,000 active;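 active = inhibition above about 30%, limit read from the data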;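 also: 0% = p47phox with labelled peptide and 100% = labelled peptide alone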
Hck Nef HTS – human Hck-Nef kinase inhibition. P08631. inhibition, % at 20 µM. Recombinant Hck-YEEI plus Nef, Z-Lyte FRET kinase assay. 0.68% of 220,000 active;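 active = Hck-Nef kinase inhibition above about 50%, limit read from the data; inactive = inhibition below that limit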;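 also: 0% = DMSO with Hck plus Nef and 100% = Hck alone without Nef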
Target sequence (P08631 whole entry, looked up): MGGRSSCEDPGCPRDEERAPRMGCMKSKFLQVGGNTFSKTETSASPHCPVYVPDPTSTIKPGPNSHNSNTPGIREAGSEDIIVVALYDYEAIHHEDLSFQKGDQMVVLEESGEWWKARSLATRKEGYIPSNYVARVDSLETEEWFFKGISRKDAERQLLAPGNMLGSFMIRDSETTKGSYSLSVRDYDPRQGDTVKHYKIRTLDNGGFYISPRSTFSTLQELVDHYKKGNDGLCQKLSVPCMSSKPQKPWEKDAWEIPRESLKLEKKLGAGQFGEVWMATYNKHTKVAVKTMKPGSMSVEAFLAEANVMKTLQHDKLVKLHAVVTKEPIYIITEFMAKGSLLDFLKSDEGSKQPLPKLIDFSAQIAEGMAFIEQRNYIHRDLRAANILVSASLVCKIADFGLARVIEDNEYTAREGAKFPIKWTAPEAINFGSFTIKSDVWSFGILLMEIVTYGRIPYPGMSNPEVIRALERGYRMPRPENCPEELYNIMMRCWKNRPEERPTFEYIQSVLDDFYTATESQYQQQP
Mdm2 ligase inh – blocks human Mdm2 ubiquitin ligase activity; cell-based MDM2 ubiquitination luciferase reporter, 2 h; 0 = plate control, 100 = twice control, blank-subtracted; Q00987; signal enhancement, % at 5 µM; AID 1230; 0.11% of 210,000 active;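 active = signal enhancement of 30% or more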;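 also: luminescence tracks abundance of the self-degrading MDM2-luciferase fusion protein; higher signal means inhibition of MDM2 E3 ligase activity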
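Material: Stable MDM2–luciferase fusion reporter cells | Amount: 2000 cells seeded into each well | Dosing: One concentration, 5 µM, with 0.2% DMSO | Incubation: 4 h cell settling then 2 h compound exposure, 37 °C | Measured by: Luciferase luminescence | Read-out basis: % enhancement relative to plate controls after blank subtraction | Benchmarks: Control and blank well means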
EBV gp42 inh – EBV gp42 inhibition. Q1HVG2. Fluorescence polarization binding assay, mP read-out. inhibition, % (tested at 21.74 µM). 0.42% of 220,000 active. AID 1085; in the data active = inhibition above about 50%
Target sequence (Q1HVG2 whole entry, looked up): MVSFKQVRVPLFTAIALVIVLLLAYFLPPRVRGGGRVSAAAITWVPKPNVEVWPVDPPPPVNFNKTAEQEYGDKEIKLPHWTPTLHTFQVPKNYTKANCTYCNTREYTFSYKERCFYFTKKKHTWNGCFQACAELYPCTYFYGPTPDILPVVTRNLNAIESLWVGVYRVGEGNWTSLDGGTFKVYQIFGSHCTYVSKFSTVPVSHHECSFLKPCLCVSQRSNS
Runt-SMMHC FRET – Runt domain-CBFb-SMMHC interaction inhibition. AID 1434. inhibition, % at 20 µM. Q01196+Q13951. Cerulean-Runt/Venus-CBFb-SMMHC FRET ratio 530/480, 1 h. 0.74% of 220,000 active;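 active = mean inhibition across duplicate retests at 20 µM reaching about 50%, limit read from the data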;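 also: 0% = DMSO wells and 100% = wells with excess untagged CBFb-SMMHC; inhibitors lower the FRET ratio by blocking Runt binding to CBFb-SMMHC; some results filed as inactive read as strong as hits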
Tb hexokinase – T. brucei hexokinase 1 inhibition | AID 1430 | inhibition, % at 10 µM | recombinant TbHK1, G6PDH-coupled NADH A340 | 0.11% of 220,000 active;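 active = inhibition of 50% or more in the single-dose primary screen; inactive = inhibition below 50%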
14-3-3 Bad PPI – disrupts binding of bovine 14-3-3 zeta to phospho-Bad peptide; TR-FRET 14-3-3zeta/Dy647-pBad peptide displacement, 1 h; inhibition, % at 21.7 µM; 0.71% of 220,000 active;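 active = inhibition above about 70%, limit read from the data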;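 also: 0% = full 14-3-3 plus peptide FRET controls and 100% = background without 14-3-3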
Target sequence (P63103 whole entry, looked up): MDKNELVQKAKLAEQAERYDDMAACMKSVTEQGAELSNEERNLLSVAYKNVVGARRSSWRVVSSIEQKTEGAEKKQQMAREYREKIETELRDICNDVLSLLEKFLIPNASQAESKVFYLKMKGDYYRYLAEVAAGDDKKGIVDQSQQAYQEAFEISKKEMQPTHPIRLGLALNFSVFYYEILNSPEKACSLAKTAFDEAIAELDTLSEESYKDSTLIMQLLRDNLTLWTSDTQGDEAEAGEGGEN
L929 necroptosis – blocks zVAD induced death of L929 cells. L929 zVAD necroptosis rescue, ATP luminescence, 24 h; with zVAD 60 µM. 0.38% of 220,000 active. AID 1377. viability rescue, % at 10 µM;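 active = activation, scaled between plate controls, above about 75%, limit read from the data; inactive = activation under that limit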;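 also: 0% = zVAD with DMSO and 100% = DMSO alone without zVAD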
Starred values were filed as active, the others as inactive; / = no result given; [ ] = remark or other dose.

SMILES	Runt-CBFb FRET	NCF1 inh	Hck Nef HTS	Mdm2 ligase inh	EBV gp42 inh	Runt-SMMHC FRET	Tb hexokinase	14-3-3 Bad PPI	L929 necroptosis
CC(O)c1nc2c(c(=O)n(C)c(=O)n2C)n1C (stereo not given)	3	-5	-2	-9	-10	-6	-12	-4	1.0
O=C(Nc1nc(-c2cccs2)cs1)c1ccco1	4	-17	25	-6	-11	1	-8	-21	22
O=c1cc(-c2ccc(F)cc2)[nH][nH]1	0	-5	2	-15	0	-6	1	0	0.4
CC(=O)c1ccc(NC(=O)CCC(=O)OCC(F)(F)C(F)F)cc1	0	-4	1	-34	5	-2	1	-2	0.4
Cc1cccc(-c2n[nH]c(=S)n2Cc2ccccc2)c1	16	-5	6	-15	-1	34	4	-25	-1.1
COc1ccc(CCNC(=O)CN(CCc2ccccc2)S(C)(=O)=O)cc1OC	-1	14	18	5	-9	2	1	-8	0.5
O=c1[nH]c(-c2cccnc2)nc2sc(-c3ccccc3)cc12	-103	5	25	-1	-12	-75	-23	14	1.1
CC(=O)N=c1c(C#N)cc2c(=O)n3ccccc3nc2n1CCCOC(C)C	76*	-8	56*	-6	-7	82*	-6	4	0.8
Cc1ccnc(NS(=O)(=O)c2ccc(NS(=O)(=O)c3cccs3)cc2)n1	1	-4	0	-16	-32	1	0	-4	-0.3
Cc1cc(CCC(=O)O)c(C)cc1CCC(=O)O	-1	3	1	19	-3	4	10	83*	0.2
CCOc1cc(S(=O)(=O)n2nc(C)cc2C)ccc1Br	0	-8	-42	-8	-7	-4	2	-11	0.2
COC(=O)c1[nH]c2cccc(OC)c2c1NC(=O)CN1CC2(C)CC1CC(C)(C)C2 (stereo not given)	-2	-4	9	-8	-26	1	2	-9	1.4
COc1ccc(/C=C\C(=O)c2c(O)ccc3c(C)cc(=O)oc23)cc1	-1	5	4	-1	6	-4	-62	1[fluorescence artefact?]	-0.3
Cc1ccccc1Cn1nc(C)c(NC(=O)C2c3ccccc3Oc3ccccc32)c1C	-3	13	2	-19	-1	-4	23	26[fluorescence artefact?]	0.7
CC(C)(C)NC(=O)c1ccc2c(c1)N(CC(=O)N1CCN(c3ccccc3F)CC1)C(=O)C(C)(C)O2	-2	-8	0	-13	-16	2	-3	-7	2.5
CCSC(=O)CCCCCCCCCCCO	-3	2	0	-5	-7	-3	-1	3	0.1
CCc1cc(-c2n[nH]c(=S)n2Cc2ccccc2)cs1	12	-13	-3	-12	13	6	-6	-13	-0.8
O=C(CSc1nc2ccccc2[nH]1)c1ccco1	-1	-6	2	-16	-23	-2	6	-1	-0.1
Cc1ccc(SCCC(=O)N/N=C/c2cccnc2)cc1	-1	-11	18	-1	-17	-2	1	-9	5.8
O=C(CN1CCCCC1)NC(=O)NC1CCCC1	-1	6	13	-3	0	2	-1	-6	2.1
CC(=O)Nc1ccc(C(=O)CSc2nnc(Cc3ccccc3)o2)cc1	3	-10	-1	-3	-16	-9	-5	13	0.9
Cc1ccc(N/C(N)=N/c2nc(C(F)(F)F)cc(C(F)(F)F)n2)cc1	-1	-10	26	4	-3	4	2	-9	9.1
COCCC1CCCCN1C(=O)c1cccc(OC2CCN(C3CCCC3)CC2)c1 (stereo not given)	0	-6	1	4	0	5	0	-6	-1.2
N/C(=N\c1nc2ccccc2o1)NC(=O)c1ccc(Cl)cc1	3	-5	0	0	-12	0	-3	10	0.9
CCN(CC)C(=O)C1CCCN(Cc2ccc3c(c2)OCO3)C1 (stereo not given)	0	3	-15	-6	-6	-3	5	44[fluorescence artefact?]	0.6

Laid out differently: entries from further up.
Every second line gives: Runt-CBFb FRET, NCF1 inh, Hck Nef HTS, Mdm2 ligase inh, EBV gp42 inh, Runt-SMMHC FRET, Tb hexokinase, 14-3-3 Bad PPI, L929 necroptosis
- Cc1ccccc1Cn1nc(C)c(NC(=O)C2c3ccccc3Oc3ccccc32)c1C
  -3, 13, 2, -19, -1, -4, 23, 26[fluorescence artefact?], 0.7
- O=C(CSc1nc2ccccc2[nH]1)c1ccco1
  -1, -6, 2, -16, -23, -2, 6, -1, -0.1
- CCc1cc(-c2n[nH]c(=S)n2Cc2ccccc2)cs1
  12, -13, -3, -12, 13, 6, -6, -13, -0.8
- O=C(Nc1nc(-c2cccs2)cs1)c1ccco1
  4, -17, 25, -6, -11, 1, -8, -21, 22
- COc1ccc(/C=C\C(=O)c2c(O)ccc3c(C)cc(=O)oc23)cc1
  -1, 5, 4, -1, 6, -4, -62, 1[fluorescence artefact?], -0.3
- CC(=O)Nc1ccc(C(=O)CSc2nnc(Cc3ccccc3)o2)cc1
  3, -10, -1, -3, -16, -9, -5, 13, 0.9

(list continues)
SMILES	Runt-CBFb FRET	NCF1 inh	Hck Nef HTS	Mdm2 ligase inh	EBV gp42 inh	Runt-SMMHC FRET	Tb hexokinase	14-3-3 Bad PPI	L929 necroptosis
O=C1c2cccc3cccc(c23)C(=O)N1CC1CCCO1 (stereo not given)	-1	-2	13	4	-11	-5	-24	-16	-0.2
CCCN(CCC)C(=O)c1cc(-c2ccc3c(c2)OCO3)nc2ccccc12	3	-17	-2	-13	2	2	-26	-13	0.0
O=c1c(Cl)c(N2CCOCC2)cnn1-c1ncc(C(F)(F)F)cc1Cl	-2	-8	-2	-19	-4	0	-9	-5	4.8
Cc1cc(NC(=O)Cc2cn3ccsc3n2)n(-c2ccccc2)n1	0	-2	2	5	-11	6	0	-8	-0.1
CCCCNC(=O)NC1CCCC1	0	2	5	7	-14	4	3	-12	-0.2
CCc1nnc(NC(=O)CCN2C(=O)c3ccccc3S2(=O)=O)s1	28	-10	0	-9	-15	-2	2	-2	0.0
Cc1ccc2nc(-c3cccnc3SCC(=O)N3c4ccccc4CC3C)[nH]c2c1 (stereo not given)	0	-38	0	-12	-31	-6	-2	-4[fluorescence artefact?]	0.1
COc1ccc([N+](=O)[O-])cc1NC(=O)CSCc1cc(C)cc(C)c1	0	-17	6	9	-2	-2	-1	0	0.1
Cc1cccc(Cn2ccc(NC(=O)c3ccc4c(c3)OCO4)n2)c1	-2	-1	27	-10	-9	0	0	7	2.2
S=c1[nH]cc(Cc2ccccc2)s1	27	1	-1	13	-1	26	2	1	0.3
O=C(NC(Cc1c[nH]c2ccccc12)C(=O)O)/C(=C/c1ccc(F)cc1)NC(=O)c1ccccc1 (stereo not given)	0	-11	18	-14	-7	-1	-4	2	-0.3
O=C(O)CC1(CC(=O)Nc2ccc3sccc3c2)CCCCC1	0	-5	12	-10	-8	-1	-12	-10	0.0
COc1ccc(C(O)CNc2ccc(C)cc2)cc1 (stereo not given)	-1	28	3	4	-11	2	5	-18	0.2
COc1ccc(CCNC(=O)c2c([S-])n(-c3ccc(C)cc3)c3cccc[n+]23)cc1	5	-35	18	/	-5	1	-26	-9	-1.0
NCCc1nnc(SCc2ccc(F)cc2)o1	4	2	1	9	-11	2	-10	13	-0.1
COc1cc(/C=C/C(=O)O)cc(S(=O)(=O)NCc2ccco2)c1OC	4	0	17	5	-22	2	-13	-3	5.0
C/C(=N\NC(=O)CNc1cccc(C)c1)c1ccc(Br)s1	1	-2	6	-2	6	4	34	-12	1.8
COc1ccc(C2c3c(ccc4ccccc34)Oc3ncn4nc(CO/N=C/c5ccccc5)nc4c32)cc1 (stereo not given)	2	-10	-2	-9	-16	6	-17	-11[fluorescence artefact?]	1.4
CCc1cccc(CC)c1-n1c(-c2cccnc2)n[nH]c1=S	6	-7	2	6	-13	3	-5	-9	0.5
COc1ccc(C(=O)C(OC(=O)c2ccc(C)c(NC(C)=O)c2)c2ccccc2)cc1 (stereo not given)	-4	-3	2	22	-8	0	-8	11	0.0
COC(=O)/C(=C/c1ccco1)NC(=O)c1ccco1	-3	5	3	-13	-18	-2	13	-1	0.4
CS(=O)(=O)N(Cc1ccccc1Cl)c1ccc(C(=O)NCc2cccnc2)cc1	-2	-1	8	-16	-4	0	-5	-1	0.4
Cc1ccc(NC(=O)CN2C(=O)/C(=C\c3cccs3)SC2=S)cc1	-13	-22	2	-4	-13	-21	10	-1	0.2
O=C(CNC(=O)c1ccc(S(=O)(=O)N2CCCC2)cc1)N/N=C/c1ccccc1Cl	0	-112	-6	2	-5	4	4	-11	2.0
COc1cc2c(cc1OC)C(C)N(C(=O)c1cccc([N+](=O)[O-])c1)CC2 (stereo not given)	0	10	11	8	-17	2	6	3	-0.4
Other results follow.
SMILES	Runt-CBFb FRET	NCF1 inh	Hck Nef HTS	Mdm2 ligase inh	EBV gp42 inh	Runt-SMMHC FRET	Tb hexokinase	14-3-3 Bad PPI	L929 necroptosis
O=C(CSc1nc2ccccc2n1CC(=O)N1CCCCC1)N1CCCCC1	-1	0	30	/	-13	-7	-6	5	0.3
CCC1=C(OC(=O)N(CC)CC)N2C(=O)OC(=NCc3ccccc3)[C@]2(C)[C@H]2C1=CC[C@H]1C(=O)N(CC)C(=O)[C@H]12	-1	-12	29	21	-21	1	-15	-2	0.1
CN(C)c1nc(N)nc(CSc2nnnn2-c2cccc3ccccc23)n1	-3	-18	2	-4	0	2	1	-15	0.3
O=C1OCC(CO)(CO)N=C1NNc1ccccc1[N+](=O)[O-]	-4	-2	11	-13	-6	-1	-7	-1	-0.2
CC1Cc2ccccc2N1C(=O)COC(=O)Cn1cnc2ccccc2c1=O (stereo not given)	0	-7	2	-18	-19	0	-5	-6	0.6
COc1ccc(S(=O)(=O)N2CCN(C(=S)NC3CCCCC3)CC2)cc1	0	-9	2	-19	-2	-4	-13	-4	0.4
CCOC(=O)NC(=O)CSc1cc(C)c2cc(C)cc(C)c2n1	-4	-2	13	-4	5	-6	-5	-2	1.9
CCOc1ccccc1NC(=O)c1ccccc1-c1nc(-c2ccccc2OC)no1	0	-16	-1	-10	-14	2	25	-1	-0.1
COCCCNc1nc2c(-c3ccc(Cl)cc3)nnn2c2ccccc12	-1	8	9	/	-8	9	-9	16	/
Cc1cc(C)c2[nH]c(O)c(N=NC3=NC(=O)CS3)c2c1	-2	-21	27	9	1	-1	-13	0	0.4
Cc1c(Br)c([N+](=O)[O-])nn1CCCC(=O)N1CCN(c2ccccc2)CC1	1	-12	1	-12	-4	4	33	-15	-0.7
COc1ccc2c(c1)C(C)=CC(C)(C)N2S(=O)(=O)c1ccc(C)cc1	0	1	18	-3	-9	1	7	-6	-2.5
CC(C)(C)N1C(=O)c2ccc(C(=O)NCc3ccco3)cc2C1=O	3	-8	1	6	-10	-2	2	3	0.3
CCCN1Cc2cccc(C(=O)N3CCN(c4ccc(OC)cc4)CC3)c2C1=O	1	-2	24	1	0	-2	3	-24	1.4
CN1CCC(N(C)C(=O)COc2ccccc2-c2ccccc2)CC1	-2	7	0	-15	-1	-6	0	8	-0.4
C/C=C/Cn1c(SCc2ccc(C)cc2)nc2c1c(=O)[nH]c(=O)n2C	4	-9	13	-12	-21	-1	27	11	2.8
CCC(=O)c1ccc(OCC(=O)N2CCCC2)c(OC)c1	/	6	25	17	-14	/	-1	-1	0.9
COc1cccc(NC(=O)CSc2nnc(C)s2)c1	1	-14	0	6	-12	-4	2	11	-0.1
Nc1nnc(SCc2ccc(F)cc2)s1	0	0	1	-13	-3	0	-2	1	0.5
Cc1ccc(C(=O)NC2CCN(S(=O)(=O)c3ccccc3)CC2)cc1	1	0	21	-1	-8	2	2	-7	2.7
